# Compound activity as filed in PubChem.
# Rac1 GTP hydrolysis – MgcRacGAP GTPase-activating activity inhibitors, confirmation, biochemical, ADP Hunter fluorescence; MgcRacGAP-stimulated Rac1 GTP hydrolysis, ADP Hunter fluorescence; higher % means a stronger effect; GST-tagged Rac1 F28L mutant substrate; inhibition, % at 30 µM; hits with a dose series show IC50 in µM; hit rate 0.6% among 340,000; AID 624330;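 active means first-screen hits whose inhibition reached a set limit at any dose in the follow-up dose series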;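 further: fluorescence reports GDP produced by GAP-driven GTP hydrolysis; strong numbers were not always called active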
# PhoP inhibition – PhoP-dependent GFP reporter repression – Salmonella Typhimurium, primary screen (AID 1863); S. Typhimurium PhoP-regulated promoter GFP reporter, 4 h; higher % means a stronger effect; one-dose inhibition, % at 50 µM; IC50 in µM for titrated hits; hit rate 0.16% among 300,000;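 active means inhibition over 29.93%, a cutoff 3 SD above the screen mean, later confirmed by dose response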;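 further: 0% = low Mg2+ inducing control and 100% = high Mg2+ repressing control; strong numbers were not always called active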
# GPR35 arrestin U2OS – GPR35 antagonists blocking zaprinast-driven arrestin recruitment, primary screen, imaging, U2OS, beta-arrestin-GFP, zaprinast agonist (AID 2058); U2OS GPR35 beta-arrestin-GFP translocation imaging, zaprinast antagonism; higher % means a stronger effect; hit rate 0.052% among 290,000; one-dose inhibition, % at 10 µM; IC50 in µM for titrated hits;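 active means inhibition of at least 50% with at least 30 cells and total cytoplasm GFP at most 10,000,000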
# GPR55 antagonists – GPR55 antagonists blocking LPI-driven arrestin recruitment, primary screen, imaging, U2OS, beta-arrestin-GFP, LPI agonist (AID 2013). hit rate 0.13% among 290,000. one-dose inhibition, % at 10 µM; IC50 in µM for titrated hits. U2OS GPR55 beta-arrestin-GFP translocation imaging, LPI antagonism; higher % means a stronger effect;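 active means spots per cell inhibited over 60%, with over 100 cells counted and total cytoplasm intensity under 500,000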;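 further: U2OS cells stably carrying GPR55 and arrestin-GFP stimulated by 5 µM LPI near EC80; imaged beta-arrestin-GFP aggregate spots per cell after agonist stimulation; plate controls were LPI-stimulated DMSO wells for no effect and DMSO wells without LPI for full effect; some results filed as inactive read as strong as hits; confirmed hits need IC50 under 10 µM and bright autofluorescent wells are also inconclusive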
# Siah-1 displacement – Siah-1 peptide-binding antagonists, primary screen, biochemical, fluorescence polarization, rhodamine-plectin, uHTS (AID 1817) | Siah-1 / rhodamine-plectin peptide fluorescence polarization; higher % means a stronger effect | displacement, % at 20 µM; hits with a dose series show IC50 in µM | hit rate 0.02% among 290,000;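 active means displacement of at least 50% at 20 µM, with a fluorescence ratio check between 0.3 and a set limit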;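 further: plate controls were Siah plus tracer with DMSO for no effect and tracer alone without Siah for full effect; strong numbers were not always called active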
# HIV peptide binding – inhibitors of HIV fusion peptide binding, primary screen, biochemical, uHTS, fluorescence dequenching (AID 1986) | cell-free peptide binding, fluorescence dequenching, 30 min; higher % means a stronger effect | inhibition, % at 20 µM, or IC50 in µM where a hit was titrated | hit rate 0.3% among 290,000; in the data active means inhibition mostly above about 52%, no sharp cut-off; inactive means mostly below about 76%; further: some results filed as inactive read as strong as hits
# Myeloid diff MLP – myeloid differentiation induction. hit rate 1% among 360,000. ER-HoxA9 myeloid progenitors, lysozyme-GFP differentiation, flow cytometry. calls only at 10 µM;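 active means normalized GFP-positive differentiation at or above the plate's own cutoff, the solvent-only control mean plus 3 SD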;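 further: cells exposed to compound for four days before flow analysis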
# LYP inhibition – PTPN22 lymphoid phosphatase activity blockers – biochemical, fluorescence intensity, uHTS (AID 1779) | recombinant LYP phosphatase, fluorescence intensity; higher % means a stronger effect | one-dose inhibition, % at 11.5 µM; IC50 in µM for titrated hits | hit rate 0.054% among 290,000; in the data active means inhibition above about 50%;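 further: plate controls were vehicle with enzyme for no effect and no enzyme for full effect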
# NTR1 ag – agonists of NTR1, primary screen, imaging, U2OS cells, beta-arrestin-GFP, high content (AID 493036). P30989. hit rate 0.17% among 330,000. activation, % at 20 µM. NTR1-U2OS beta-arrestin-GFP spot imaging, agonist mode;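 active means activation at or above 40% of the spot to cytoplasm intensity ratio, with at least 20 cells analyzed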;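 further: 0% = DMSO without peptide and 100% = 100 nM NTR1 peptide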
# Target sequence (P30989 whole entry, looked up): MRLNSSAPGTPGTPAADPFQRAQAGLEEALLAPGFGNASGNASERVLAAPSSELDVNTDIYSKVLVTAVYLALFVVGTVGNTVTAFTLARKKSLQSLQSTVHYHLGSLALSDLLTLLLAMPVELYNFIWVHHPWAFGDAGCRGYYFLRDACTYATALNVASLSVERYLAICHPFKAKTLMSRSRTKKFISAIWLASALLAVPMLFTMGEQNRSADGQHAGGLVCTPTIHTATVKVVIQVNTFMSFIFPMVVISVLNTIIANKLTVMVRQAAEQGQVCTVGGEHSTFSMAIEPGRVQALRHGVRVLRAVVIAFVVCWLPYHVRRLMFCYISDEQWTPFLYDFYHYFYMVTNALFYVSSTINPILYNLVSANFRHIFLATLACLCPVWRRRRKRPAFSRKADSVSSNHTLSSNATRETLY
# NTR1 ag cell count 20 µM – recorded beside NTR1 ag, whose call it bears; cell count; measured here: cell count, cytotoxicity flag
# Myeloid diff MLP GFP+ MAC1+ % – recorded beside Myeloid diff MLP, whose call it bears; GFP+ MAC1+ double positive, %; measured here: differentiation confirmed by MAC1 staining
# * marks the source's active call; other numbers are inactive results; i = inactive; nt = no result given; + = active, no number.
SMILES,Rac1 GTP hydrolysis,PhoP inhibition,GPR35 arrestin U2OS,GPR55 antagonists,Siah-1 displacement,HIV peptide binding,Myeloid diff MLP,Myeloid diff MLP GFP+ MAC1+ %,LYP inhibition,NTR1 ag,NTR1 ag cell count 20 µM
CCc1nnc(NC(=O)c2c(C)nn(-c3ccccc3)c2Cl)s1,6%,-1%,-4%,nt,-1%,3.3%,i,0.6,2%,1.2,84
Nc1nc(Nc2cccc3ccccc23)nc(C2CCCC2=O)n1 (configuration not stated),nt,-3%,-4%,6%,11%,22%,nt,nt,4%,2.7,56
O=C(Cn1nc(CNc2ccc(Cl)cc2)[n+]2c1CCCCC2)c1ccccc1,8%,9%,-3%,14%,-4%,-1.2%,i,0.7,-2%,1.1,57
Cc1ccc(NC(=O)c2ccc3snnc3c2)cc1C,12%,-1%,7%,13%,3%,-1.0%,i,1.6,-7%,0.3,55
COc1cc(CNCc2cc(OC)ccc2OC)cc(OC)c1,3%,6%,15%,6%,2%,-0.6%,i,0.2,-10%,0.7,68
COc1ccc(CCN2C(=O)c3cccnc3C2=O)cc1OC,12%,-11%,2%,26%,0%,4.1%,i,1.2,-10%,-0.1,77
Cc1c(-c2ccc(Cl)cc2Cl)nc2ccccc2c1C(=O)NCCN1CCOCC1,10%,-4%,-9%,9%,-1%,0.2%,i,1.9,-7%,1.0,72
O=C(CN1CCc2ccccc21)NC(=O)NC1CCCCC1,10%,-8%,-7%,6%,12%,0.8%,i,0.1,0%,-0.5,68
C=CC[n+]1ccn(-c2nc3ccccc3nc2[N-]S(=O)(=O)c2cccs2)c1,14%,-10%,-10%,0%,0%,0.4%,+,1.1*,-7%,0.3,46
O=C(O)c1ccc(NC2=Nc3cccc4cccc2c34)cc1,-2%,6%,-7%,-5%,-1%,1.5%,i,0.5,1%,nt,nt
COc1ccccc1NCC(=O)NNC(C)C(=O)Nc1cccc(Cl)c1 (configuration not stated),6%,2%,8%,8%,4%,1.5%,i,0.6,-2%,1.6,38
CCN(CC)Cc1c(C(=O)N/N=C/c2cccc(OCc3cccc(Cl)c3)c2)nnn1-c1nonc1N,9%,-4%,-3%,3%,2%,1.2%,i,3.0,2%,10,59
CC1=CC(c2ccccc2)n2nc(NC(=O)CCC(=O)O)nc2N1 (configuration not stated),-3%,-2%,2%,-1%,2%,0.4%,i,0.7,-8%,0.1,60
Cc1ccc(S(=O)(=O)N(C)C)cc1NC(=S)Nc1ccc2cn[nH]c2c1,14%,-2%,26%,-9%,4%,-0.7%,i,1.4,-8%,1.9,67
OC(COc1ccc2c(c1)CCC2)CN1CCN(c2cccc(Cl)c2)CC1 (configuration not stated),9%,7%,-4%,11%,4%,1.7%,i,1.2,-4%,9.6,56
Cc1ccc(N2C(=O)CC(NNC(=O)Cc3ccc(F)cc3)C2=O)cc1Cl (configuration not stated),8%,4%,-2%,-8%,3%,0.2%,i,0.5,-9%,-1.9,46
Cn1c(SCC(=O)c2ccc3c(c2)NC(=O)CO3)nc2ccccc21,7%,11%,-21%,-9%,2%,-2.0%,i,0.4,-1%,1.9,33
O=C(CSc1ncnc2c1oc1ccccc12)N1CCCc2ccccc21,11%,-4%,4%,1%,6%,-0.9%,i,0.6,3%,11,69
Cc1nc(-c2ccc3c(c2)OCCCO3)cs1,11%,3%,6%,1%,5%,-1.0%,i,0.4,-9%,-0.1,42
CCC(CO)NCc1ccc(Br)cc1 (configuration not stated),2%,0%,1%,-12%,-1%,-0.7%,i,0.4,-10%,0.5,74
CNC(=O)/C(C#N)=C/c1c(N2CCN(C)CC2)nc2c(C)cccn2c1=O,4%,7%,-1%,8%,2%,0.0%,i,0.9,-16%,-1.1,53
CSc1ccc(C2C(C#N)=C(N)Oc3c2ccc(=O)c2c(C)oc(C)c32)cc1 (configuration not stated),-3%,-20%,-8%,-12%,-5%,35%,i,1.0,9%,0.1,54
CC(C)N=c1scc(-c2ccco2)n1/N=C/c1ccc(O)c(O)c1,56µM*,-4%,20%,0%,5%,25%,i,0.8,-2%,27,79
N#C/C(=C\c1ccc(OCc2ccc(F)cc2)cc1)C(=O)Nc1cccc(C(=O)O)c1,11%,3%,1%,-2%,12%,53%,i,0.6,6%,-2.0,94
CCc1cccc(CC)c1NC(=S)NCCc1ccc(O)c(O)c1,9%,-1%,-7%,14%,0%,0.6%,i,1.0,0%,1.1,43
CCn1c(SCC(=O)NC2CCCc3ccccc32)nnc1-c1cccs1 (configuration not stated),3%,-7%,4%,9%,10%,-1.2%,i,0.7,0%,0.5,70
COc1ccc(F)c(CN2CCC(n3nccc3NC(=O)C3CCOC3)CC2)c1 (configuration not stated),4%,1%,6%,9%,-4%,0.9%,i,0.9,-8%,-0.7,62
O=C(NCC1CCCN1S(=O)(=O)c1cccs1)C(=O)Nc1ccc(F)cc1 (configuration not stated),2%,-3%,nt,nt,nt,nt,i,0.8,nt,1.5,57
Cc1ccccc1NC(=O)c1cccc(N2C(=O)C3C4CCC(C4)C3C2=O)c1 (configuration not stated),-10%,0%,-7%,-6%,1%,-1.0%,i,1.9,-6%,-0.3,86
Cc1ccc(/C=C/C(=O)Nc2cc(S(N)(=O)=O)ccc2O)cc1,14%,-10%,4%,7%,0%,5.0%,i,1.2,3%,2.2,52
O=C(c1cc(Cl)nc2ccccc12)N(Cc1nnc(-c2ccc(Cl)cc2)o1)C1CC1,5%,10%,nt,nt,nt,nt,i,0.8,nt,4.8,60
NNC(=O)CN1C(c2cccc(Cl)c2)=Nc2ccc(Br)cc2C1c1ccccc1 (configuration not stated),8%,17%,-1%,4%,0%,1.5%,i,0.8,-1%,1.9,72
COc1ccc(C)cc1NC(=O)CN1CCN(S(=O)(=O)c2ccc(F)cc2)CC1,8%,-2%,5%,12%,3%,-2.2%,i,0.5,-3%,2.2,58
Cc1ccc(S(=O)(=O)CC(=O)Nc2ccc(Cl)cn2)cc1,8%,-7%,25%,7%,-10%,-2.5%,i,0.7,-2%,-0.4,49
O=C(Nc1ccc(O)c(-c2nc3ccccc3o2)c1)C1(c2ccc(Cl)cc2)CCCC1,5%,0%,-5%,4%,-2%,1.3%,i,0.5,4%,-0.5,47
COC(=O)c1[nH]c2ccc(Cl)cc2c1NC(=O)CN1CCC(C(N)=O)CC1,nt,15%,22%,7%,1%,-1.3%,nt,nt,-5%,0.5,38
c1ccc(CSc2nnc(Cc3ccccn3)o2)cc1,12%,3%,-8%,-2%,1%,0.1%,i,1.1,-4%,1.9,87
C#CCOc1ccc2ccccc2c1/C=C(/C#N)c1ccc(C(=O)O)cc1,10%,9%,2%,10%,-2%,23%,i,0.4,-1%,1.4,60
Cc1ccccc1NC(=S)Nc1ccccc1,12%,-4%,8%,-8%,14%,-1.2%,i,0.2,-8%,-0.8,63
CCOc1ccc(CNC(=O)CCn2c(=O)oc3ccccc32)cc1,8%,-1%,10%,-4%,-5%,-1.9%,i,0.3,-12%,0.4,89
Oc1cccc(C(=S)N2CCC(Cc3ccccc3)CC2)c1,6%,-1%,-3%,-5%,3%,-0.2%,i,0.5,4%,0.5,64
O=C1CCCC2=C1C(c1ccccc1)C1C(=O)c3ccccc3C1=N2 (configuration not stated),2%,8%,-9%,-2%,-5%,-2.1%,i,0.5,-2%,-1.5,67
COc1ccc(Cl)cc1S(=O)(=O)n1ccnc1,5%,-1%,3%,4%,2%,-0.5%,i,0.4,-9%,0.5,75
Cc1ccc2c(cnn2C(=O)CCCC(=O)NCc2ccc(Cl)cc2)c1,-3%,nt,-1%,-5%,28%,0.9%,i,2.1,-10%,4.0,97
O=[N+]([O-])c1cc2c(c(CSc3ncccn3)c1)OCOC2,2%,-7%,-9%,22%,15%,0.4%,i,0.7,0%,-0.7,31
CC1CC(C)CN(CCCNC(=O)CN2C(=O)CSc3ccc(S(=O)(=O)N4CCCCC4)cc32)C1 (configuration not stated),16%,-4%,-9%,7%,3%,0.4%,i,2.7,-3%,-0.7,53
Cc1cccc(OCCC(=O)NCC(=O)Nc2cccc(C)c2C)c1,5%,5%,4%,11%,6%,3.0%,i,0.3,-10%,1.8,39
COc1ccc(C(=O)Cn2c(N3CCOCC3)nc3c2c(=O)n(C)c(=O)n3C)cc1,nt,nt,13%,2%,5%,-2.5%,nt,nt,-4%,nt,nt
CCN1CCN(C(c2ccccc2)c2sc3nc(C)nn3c2O)CC1 (configuration not stated),1%,2%,2%,-8%,1%,-1.4%,i,2.4,-5%,-1.4,60
Cc1ccn2c(NC3CCCC3)c(-c3ccsc3)nc2c1,13%,-4%,4%,13%,0%,20%,i,0.3,-8%,3.0,42

# Continued:
SMILES,Rac1 GTP hydrolysis,PhoP inhibition,GPR35 arrestin U2OS,GPR55 antagonists,Siah-1 displacement,HIV peptide binding,Myeloid diff MLP,Myeloid diff MLP GFP+ MAC1+ %,LYP inhibition,NTR1 ag,NTR1 ag cell count 20 µM
COc1ccccc1NS(=O)(=O)c1cccc(C(=O)N(C)Cc2cccs2)c1,8%,8%,19%,21%,4%,-2.1%,i,0.2,-4%,2.7,73
O=[N+]([O-])c1ccc2c(c1)c1ccccc1n2CCO,nt,nt,0%,-4%,3%,-0.5%,i,1.1,-6%,1.0,53
COC(=O)c1c(NC(=O)COC(=O)[C@@H](NS(=O)(=O)c2ccccc2)C(C)C)sc2c1CCC2,7%,3%,-8%,11%,8%,15%,i,0.7,12%,3.0,60
COc1ccc(CC(=O)Nc2cccc(C(=O)NN3C(=O)c4ccccc4C3=O)c2C)cc1,-3%,19%,0%,-1%,5%,-0.7%,i,0.3,-2%,0.9,44
CCOC(=O)N1CCN(C(=O)CN(c2ccc(OC)c(OC)c2)S(C)(=O)=O)CC1,2%,9%,10%,12%,-4%,0.5%,i,3.7,-5%,-0.4,69
O=C(NCC1CCCO1)c1cccnc1Nc1ccccc1F (configuration not stated),4%,9%,-18%,2%,-1%,-0.5%,i,4.5,-2%,1.6,55
COc1ccc(C2(C(=O)Nc3ccc(C(=O)O)cc3)CCOCC2)cc1,4%,10%,-4%,-4%,10%,-1.8%,i,0.5,-10%,8.1,73

# Records listed above printed as active in Rac1 GTP hydrolysis:
Molecule | Rac1 GTP hydrolysis | PhoP inhibition | GPR35 arrestin U2OS | GPR55 antagonists | Siah-1 displacement | HIV peptide binding | Myeloid diff MLP GFP+ MAC1+ % | LYP inhibition
CC(C)N=c1scc(-c2ccco2)n1/N=C/c1ccc(O)c(O)c1 | 56µM* | -4% | 20% | 0% | 5% | 25% | 0.8 | -2%
